Neddylation inh – cullin neddylation inhibition; P61081+Q13564; TR-FRET cullin neddylation, biochemical; calls only at 25 µM; hit rate 0.58% among 360,000; AID 651699; in the data active = inhibition above about 36%
Target sequence (P61081 whole entry, looked up): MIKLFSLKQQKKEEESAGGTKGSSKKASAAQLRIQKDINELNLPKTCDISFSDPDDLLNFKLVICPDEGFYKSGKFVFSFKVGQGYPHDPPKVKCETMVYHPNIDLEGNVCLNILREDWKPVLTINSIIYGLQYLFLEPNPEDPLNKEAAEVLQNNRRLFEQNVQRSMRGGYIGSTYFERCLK
Target sequence (Q13564 whole entry, looked up): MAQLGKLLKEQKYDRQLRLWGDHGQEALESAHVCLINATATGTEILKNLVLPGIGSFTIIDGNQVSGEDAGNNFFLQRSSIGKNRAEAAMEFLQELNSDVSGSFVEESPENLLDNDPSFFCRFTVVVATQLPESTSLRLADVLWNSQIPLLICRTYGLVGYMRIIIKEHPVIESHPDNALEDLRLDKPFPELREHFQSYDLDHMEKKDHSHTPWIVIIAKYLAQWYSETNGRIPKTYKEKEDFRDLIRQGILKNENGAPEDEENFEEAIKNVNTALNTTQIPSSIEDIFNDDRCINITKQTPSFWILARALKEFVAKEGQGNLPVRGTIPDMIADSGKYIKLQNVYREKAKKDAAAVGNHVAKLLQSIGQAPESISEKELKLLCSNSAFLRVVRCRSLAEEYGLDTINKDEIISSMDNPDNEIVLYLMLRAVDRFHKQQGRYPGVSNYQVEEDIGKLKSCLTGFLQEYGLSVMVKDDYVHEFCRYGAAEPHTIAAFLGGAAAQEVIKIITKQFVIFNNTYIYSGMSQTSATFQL
PABP1 MLLE inh – inhibitors of microRNA-mediated deadenylation, human PABP1 MLLE binding. inhibition, % at 20 µM. hit rate 0.36% among 360,000. P11940. GST-MLLE / FITC-PAM2 fluorescence polarization; in the data active = inhibition above about 35%, passing the limit was not always enough;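 note: plate controls were DMSO wells with GST-MLLE for no effect and wells lacking GST-MLLE protein for full effect; some results filed as inactive read as strong as hits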
CSN inh – inhibitors of human CSN-mediated cullin deneddylation. Q92905. Purified CSN, SCF-Nedd8-OG deneddylation, fluorescence polarization. inhibition, % at 12.5 µM. hit rate 0.38% among 360,000. AID 651999;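 active = pattern-corrected inhibition above about 35%, with an unprinted fluorescence ratio check between 0.5 and 1.5, limit read from the data, passing the limit was not always enough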;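 note: 0% = enzyme with substrate and 100% = substrate without enzyme; some results filed as inactive read as strong as hits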
Target sequence (Q92905 whole entry, looked up, one chain of several): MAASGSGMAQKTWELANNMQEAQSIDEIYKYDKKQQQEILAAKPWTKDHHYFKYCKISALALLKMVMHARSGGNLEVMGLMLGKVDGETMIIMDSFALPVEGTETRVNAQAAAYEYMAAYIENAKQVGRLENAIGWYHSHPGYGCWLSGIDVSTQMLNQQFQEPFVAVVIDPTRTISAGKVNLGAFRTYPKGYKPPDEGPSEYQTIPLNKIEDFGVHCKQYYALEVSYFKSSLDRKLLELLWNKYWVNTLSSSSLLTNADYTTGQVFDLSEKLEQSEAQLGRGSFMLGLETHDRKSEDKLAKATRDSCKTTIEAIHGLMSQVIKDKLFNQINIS
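Test system: Human Csn5 produced in HEK293T cells | Compound: 12.5 µM single point | Times: 90 min, room temperature | Signal: Fluorescence polarization readout | Read-out basis: % inhibition of substrate cleavage by Csn5 | Controls: no-enzyme wells high, enzyme-with-substrate wells low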
SKN-1 inh – C. elegans SKN-1 inhibition; C. elegans VP596 Pgst-4::GFP/RFP ratio, acrylamide-induced, 24 h; inhibition, % at 21.8 µM; hit rate 0.49% among 360,000; AID 624304;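 active = interference check ratio from 0.5 to 1.5 plus GFP to RFP signal ratio inhibition reaching or exceeding a fixed threshold, cut at about 30% in these data, passing the limit was not always enough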; note: some compounds called inactive have numbers as strong as hits
Rin1 Abl inh – human Rin1-Abl interaction inhibition; P00519+Q13671; TR-FRET Rin1/Abl binding, biochemical; inhibition, % at 7.35 µM; hit rate 0.4% among 360,000; in the data active = inhibition above about 5%, passing the limit was not always enough
FAS TE block – blocks the thioesterase domain of human fatty acid synthase; P49327; recombinant FAS-TE, OMFH fluorogenic substrate, fluorescence endpoint; inhibition, % at 15 µM; hit rate 0.67% among 360,000; AID 602261;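 active = compounds whose normalised, plate-corrected inhibition of enzyme fluorescence in the single-dose primary screen is 50% or more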;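 note: 0% = DMSO with enzyme and 100% = substrate without enzyme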
NadD block – blocks S. aureus nicotinate mononucleotide adenylyltransferase. inhibition, % at 20 µM. purified NadD enzyme, colorimetric absorbance read-out. AID 602399. hit rate 0.78% among 360,000; in the data active = inhibition above about 26%; note: some compounds past the cut are filed as inactive
MT1-MMP act inh – blocks activation of human MT1-MMP; P50281; HT1080 RFP-PRO-GFP cells, GFP/RFP ratio fluorescence, overnight; percent of plate control window, DMSO zero; GFP/RFP ratio change, % at 20 µM; hit rate 0.061% among 360,000;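 active = GFP/RFP ratio change of at least 30% with cell ATP level not reduced by more than half and red fluorescence within 50% of control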; note: strong numbers were not always called active
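Assay system – RFP-PRO-GFP reporter HT1080 cells · Compound dosing – single dose of 20 µM compound, 1% DMSO final · Incubation – overnight compound exposure at 37 °C · Measure – GFP/RFP fluorescence ratio · Benchmarks – DMSO wells and RFP-L50D-GFP cells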
Rpn11 inh – Rpn11 (human) deubiquitinase inhibition | human 26S proteasome, Ub4-pepOG fluorescence polarization; 20S core pre-blocked with epoxomicin | calls only at 20 µM | hit rate 0.59% among 360,000 | AID 588493;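 active = inhibition at 20 µM, scaled to each plate's controls, above about 33%, limit read from the data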
* hit, by the source's call; i = inactive; / = not tested or not shown.

A first look (16 entries):
SMILES	Neddylation inh	PABP1 MLLE inh	CSN inh	SKN-1 inh	Rin1 Abl inh	FAS TE block	NadD block	MT1-MMP act inh	Rpn11 inh
O=C(Nc1ccc(Br)cc1)C1CCC(=O)N1Cc1ccccc1Cl (configuration not stated)	i	2	-1	-14	0	0	0	2	i
CCOC(=O)C1CCCN(Cc2nc(N)nc(Nc3ccc(OC)cc3)n2)C1 (configuration not stated)	i	2	1	7	2	-4	-3	-3	i
O=C(NCCc1ccccc1)Nc1nnc([C@H]2C[C@H](O)[C@@H](CO)O2)s1	i	2	6	3	2	-6	2	3	i
Cc1c(/C=N\NC(=O)C2(C)CC2(Cl)Cl)cnn1C (configuration not stated)	i	12	0	4	-3	-7	-1	-2	i
Clc1ccc(Oc2nc(N3CCOCC3)nc(N3CCOCC3)n2)c(C2CCCCC2)c1	i	0	1	2	-4	18	7	0	i
Cc1ccc(-c2nc(CS(=O)CC(=O)NC3CCC(C)CC3)c(C)o2)cc1 (configuration not stated)	i	7	2	-3	2	2	-7	11	i
Cc1nnsc1-c1onc(C)c1C(=O)O/N=C/c1ccc(Cl)cc1	i	8	3	-9	0	20	-12	-3	i
COC(=O)c1cccc(NC(=O)COc2cccc([N+](=O)[O-])c2)c1	i	12	3	-5	-4	29	-1	4	i
CCCCC(=O)Nc1ccc(S(=O)(=O)N2CCCCC2c2cccnc2)cc1 (configuration not stated)	i	0	-1	6	-2	1	2	-3	i
COc1cc(/C=C(\C#N)C(=O)NCC2CCCO2)cc(OC)c1OC (configuration not stated)	i	9	6	12	3	-4	-3	0	i
COc1ccc(CNC(=O)Cn2nc([N+](=O)[O-])cc2C)cc1	i	19	4	-10	-1	6	-2	-2	i
Nc1ncnc2c1ncn2CCOc1ccccc1	i	10	2	0	3	-9	-1	1	i
Cc1cc(C)c(C)c(S(=O)(=O)Nc2cccc(S(=O)(=O)Nc3ccccc3C(=O)O)c2)c1C	i	8	3	11	2	5	2	-2	i
CCCNC(=O)Cn1c(=O)oc2cc(S(=O)(=O)N3CCCC3)ccc21	i	-10	4	-17	2	-11	-6	-1	i
O=C(NN=C1CCCC1)c1ccccc1OCc1ccc(Cl)cc1	i	-2	-5	2	1	0	3	-4	i
O=C(NCCN1CCOCC1)C1CCN(S(=O)(=O)c2ccccc2)CC1	i	-4	5	1	-2	-6	-3	-3	i

Main list (from the top)
SMILES	Neddylation inh	PABP1 MLLE inh	CSN inh	SKN-1 inh	Rin1 Abl inh	FAS TE block	NadD block	MT1-MMP act inh	Rpn11 inh
O=C(Nc1ccc(Br)cc1)C1CCC(=O)N1Cc1ccccc1Cl (configuration not stated)	i	2	-1	-14	0	0	0	2	i
CCOC(=O)C1CCCN(Cc2nc(N)nc(Nc3ccc(OC)cc3)n2)C1 (configuration not stated)	i	2	1	7	2	-4	-3	-3	i
O=C(NCCc1ccccc1)Nc1nnc([C@H]2C[C@H](O)[C@@H](CO)O2)s1	i	2	6	3	2	-6	2	3	i
Cc1c(/C=N\NC(=O)C2(C)CC2(Cl)Cl)cnn1C (configuration not stated)	i	12	0	4	-3	-7	-1	-2	i
Clc1ccc(Oc2nc(N3CCOCC3)nc(N3CCOCC3)n2)c(C2CCCCC2)c1	i	0	1	2	-4	18	7	0	i
Cc1ccc(-c2nc(CS(=O)CC(=O)NC3CCC(C)CC3)c(C)o2)cc1 (configuration not stated)	i	7	2	-3	2	2	-7	11	i
Cc1nnsc1-c1onc(C)c1C(=O)O/N=C/c1ccc(Cl)cc1	i	8	3	-9	0	20	-12	-3	i
COC(=O)c1cccc(NC(=O)COc2cccc([N+](=O)[O-])c2)c1	i	12	3	-5	-4	29	-1	4	i
CCCCC(=O)Nc1ccc(S(=O)(=O)N2CCCCC2c2cccnc2)cc1 (configuration not stated)	i	0	-1	6	-2	1	2	-3	i
COc1cc(/C=C(\C#N)C(=O)NCC2CCCO2)cc(OC)c1OC (configuration not stated)	i	9	6	12	3	-4	-3	0	i
COc1ccc(CNC(=O)Cn2nc([N+](=O)[O-])cc2C)cc1	i	19	4	-10	-1	6	-2	-2	i
Nc1ncnc2c1ncn2CCOc1ccccc1	i	10	2	0	3	-9	-1	1	i
Cc1cc(C)c(C)c(S(=O)(=O)Nc2cccc(S(=O)(=O)Nc3ccccc3C(=O)O)c2)c1C	i	8	3	11	2	5	2	-2	i
CCCNC(=O)Cn1c(=O)oc2cc(S(=O)(=O)N3CCCC3)ccc21	i	-10	4	-17	2	-11	-6	-1	i
O=C(NN=C1CCCC1)c1ccccc1OCc1ccc(Cl)cc1	i	-2	-5	2	1	0	3	-4	i
O=C(NCCN1CCOCC1)C1CCN(S(=O)(=O)c2ccccc2)CC1	i	-4	5	1	-2	-6	-3	-3	i
Cc1cccc(C)c1NC(=O)CCn1cnc2ccccc2c1=O	i	-7	10	-3	-1	-5	2	0	i
CC(C)(C)C(=O)Nc1nnc(-c2ccncc2)o1	i	-4	-10	6	-2	-16	1	3	i
CC1Sc2ccc(S(=O)(=O)CCC(=O)N3CCN(c4cccc(Cl)c4)CC3)cc2NC1=O (configuration not stated)	i	-3	1	-3	2	19	2	-8	i
COc1ccccc1CNC(=O)C1CCN(S(=O)(=O)c2cccc([N+](=O)[O-])c2)CC1	i	-4	1	20	3	9	-4	-3	i
CC1CCN(C(=O)c2ncn(C)c2C(=O)N2CCC(C)CC2)CC1	i	-121	1	5	2	-11	13	-3	i
CCCCNC(=O)C1C(c2ccc(OC)cc2)=Nc2ccccc2N1C(=O)Cc1cc(OC)cc(OC)c1 (configuration not stated)	i	/	2	10	/	/	/	-5	/
CCOC(=O)C1=C(CS(=O)(=O)c2ccc(F)cc2)NC(=O)NC1c1ccc(O)c(O)c1 (configuration not stated)	i	3	-2	-2	4	-8	-1	0	i
O=C(Cc1ccccc1)NC1CCN(Cc2ccccc2)CC1	i	0	-8	0	3	-5	1	-2	i
Cc1cc(C)c(C#N)c(Nc2ccccc2C)n1	i	1	1	14	-2	2	4	1	i
c1ccc(Cc2nnc3sc(-c4ccco4)nn23)cc1	i	-28	33	2	-4	2	7	1	i
CCN(CC)c1nc(Nc2ccc([N+](=O)[O-])cc2)nc(N(CC)CC)n1	i	1	2	11	0	29	4	-10	i
CCOC(=O)c1cccc(NC(=O)c2ccccc2C)c1	i	3	6	4	-1	-3	-6	0	i
COC(=O)c1sccc1NC(=O)CSc1nnnn1-c1ccccc1F	i	-19	-3	-15	-4	13	-2	-1	i
CC(C)(C)c1ccc(C2(C)NC(=O)NC2=O)cc1 (configuration not stated)	i	7	3	-3	1	-6	-10	0	i
COC(=O)[C@]12CCCCC=C1N(CCc1ccc(OC)c(OC)c1)C(=O)[C@H](CC(=O)N1CCN(C(=O)c3ccco3)CC1)C2	i	/	6	-4	/	/	/	5	/
CC1CCc2sc(-c3n[nH]c(=S)o3)cc2C1 (configuration not stated)	/	11	5	1	1	-2	-5	2	i
CN1CCCC1CCNC1C2CC3CC(C2)CC1C3 (configuration not stated)	i	-4	4	-5	1	2	6	13	i
CC(C)NC(=O)N(C)C[C@@H]1Oc2c(NC(=O)C3CCOCC3)cccc2C(=O)N([C@@H](C)CO)C[C@H]1C	i	-9	-4	14	-3	-5	0	2	i
CCCCOC(=O)Nc1nnc(/C=C/c2ccc(OC)cc2)s1	/	13	-3	-9	3	-8	-6	1	i
CCOc1ccccc1N1CC(C(=O)NNC(=O)c2cc(OC)c(OC)c(OC)c2)CC1=O (configuration not stated)	i	-17	3	-21	3	-6	-3	1	i
CCc1nnc(NC(=O)C2=CCN(S(=O)(=O)c3ccccc3)CC2)s1	i	-5	1	1	-1	-3	-5	-8	i
COC(=O)CCC(=O)NNC(=O)c1ccc([N+](=O)[O-])cc1	i	6	-7	-2	3	-3	-9	2	i
O=C1OC(N2CCN(C(=O)C3CCCO3)CC2)c2ccccc21 (configuration not stated)	i	-3	-7	0	-4	-3	0	1	i
Cn1c(=O)c(=O)n(C)c2cc(S(=O)(=O)CCC(=O)N3CCOCC3)ccc21	i	7	-3	6	-2	-5	0	-1	i
CCCC(=O)Oc1cccc(C2NC(=O)c3ccccc3O2)c1 (configuration not stated)	i	2	2	21	-5	1	1	-7	i
O=C(CCN1C(=O)c2ccccc2C1=O)C1=NN[C@@H]2C(=O)N(c3cccc(F)c3)C(=O)[C@H]12	i	3	0	13	-4	-10	-2	3	i
CCOC(=O)c1ccc(NC(=O)NCCc2ccccc2OC)cc1	i	-2	9	-4	0	7	-1	18	i
CCOC(=O)c1sc(C)c(C(=O)NCC(C)(C)CN(C)C)c1N	/	3	-2	3	-2	-6	7	0	i
CCOc1cccc(CNCCSc2nnnn2C)c1	i	-6	1	-3	1	-4	-2	3	i
Cc1ccc(C2C(N)C(=O)N2c2ccc(C)cc2)cc1 (configuration not stated)	i	-10	-1	2	0	1	1	2	i
Cc1ccc(NCc2nnc(SCC(=O)NNC(=O)Cc3ccccc3)n2C)cc1	i	3	-1	4	-4	-4	1	-6	i
CCc1ccc2c(CN3CCc4ccccc43)cc(=O)oc2c1	i	-1	5	20	-2	8	14	0	i
COc1ccc(N=Nc2c(C)[nH]c3ccccc23)cc1	i	22	-1	27	2	28	-3	-8	i
COc1ccc2cnn(-c3ccc(OC(F)(F)F)cc3)c(=O)c2c1OC	i	-10	-1	-14	0	4	-5	3	i
COc1ccc(S(=O)(=O)N2CCCCC2)cc1C(=O)Nc1cc(C)on1	i	3	3	9	-1	-5	1	-1	i
COc1ccc(CCN2CC(C(=O)N(C)Cc3ccccn3)CCC2=O)cc1 (configuration not stated)	i	4	0	-4	2	-6	0	0	i
COc1ccc2[nH]c(=O)c(CNC3CCCCC3)cc2c1	i	7	3	-6	-4	-5	3	4	i
O=C(COC(=O)Cn1[nH]c(=O)c2ccccc2c1=O)Nc1ncc(Cl)cc1Cl	i	17	-2	-3	-1	-6	-3	-4	i
Cc1cc(=O)[nH]c(N/N=C/c2c(C)nn(-c3ccccc3Cl)c2Cl)n1	i	-9	7	4	-1	-1	-5	0	i
COc1ccc(-c2ccc(C(=S)N3CCN(C(C)=O)CC3)o2)cc1	i	24	-1	6	2	-2	8	2	i
O=C(Nc1cccc(F)c1)/C(=C\c1ccco1)NC(=O)c1cccs1	i	-9	5	8	-3	-1	2	-12	i
CC1CN(c2ccc([N+](=O)[O-])cc2F)CCN1C(=O)c1ccco1 (configuration not stated)	i	-8	1	8	0	2	-6	3	i
CCOc1ccc(N(CC(=O)Nc2cccc(OC)c2)S(C)(=O)=O)cc1	i	16	-3	10	1	0	1	1	i
CC1CN(Cc2nc3ccccc3c(=O)[nH]2)CC(C)O1 (configuration not stated)	i	-12	-8	1	-7	-1	-3	-5	i
Cc1ccc(CNC(=O)CCS(=O)(=O)c2ccc3nc(C)sc3c2)cc1	i	0	-4	-11	-2	-6	0	7	i
CCS(=O)(=O)c1ccc(-c2cccc(NC(=O)c3ccc(Br)o3)c2)nn1	i	0	-2	19	-2	-6	-3	1	i
O=C(Nc1cccc(F)c1)Nc1cnccn1	i	-3	3	-1	4	-5	-2	-4	i

Source: PubChem
